Source: PubChem
JMJD2A Tudor – inhibitors of human JMJD2A Tudor domain; O75164; Potency, µM (doses to about 114 µM), without a hit: top-dose activity change, negative = inhibition, actives largely listed as inhibitors; AlphaScreen JMJD2A-Tudor / H3K4me3 peptide binding; 4.4% of 390,000 active; also: potency is read from the fitted curve at half-maximal effect; % is scaled to controls: 0 for no effect and ±100 for the full control effect; nearly all actives have a fitted effect of over 50% in size
GLS inh – inhibitors of human glutaminase (GLS); O94925; AID 624170; Potency, µM (top dose mostly 45.5 µM), inactives show at the highest dose activity change, negative = inhibition, actives largely listed as inhibitors; 0.21% of 410,000 active; GLS enzymatic activity, qHTS titration; also: potency is read from the fitted curve at half-maximal effect; % is scaled to controls: 0 for no effect and ±100 for the full control effect
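Assay buffer: 45 mM KH2PO4 pH 8.2, 0.02% Tween-20. hKGA acts on L-glutamine (1 mM solution added); product glutamate is reported by an oxidase/peroxidase Amplex Red coupling, with fluorescence taken at baseline and 30 min.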
BAZ2B inh – blocks human BAZ2B | AlphaScreen BAZ2B-H3K14Ac peptide displacement | Potency, µM (top dose mostly 114 µM), for inactives: top-dose activity change, negative = inhibition, most hits filed as inhibitors | 4.4% of 360,000 active | AID 504333; also: potency is read from the fitted curve at half-maximal effect; % is scaled to controls: 0 for no effect and ±100 for the full control effect; nearly all actives have a fitted effect of over 60% in size
Target sequence (Q9UIF8 whole entry, looked up): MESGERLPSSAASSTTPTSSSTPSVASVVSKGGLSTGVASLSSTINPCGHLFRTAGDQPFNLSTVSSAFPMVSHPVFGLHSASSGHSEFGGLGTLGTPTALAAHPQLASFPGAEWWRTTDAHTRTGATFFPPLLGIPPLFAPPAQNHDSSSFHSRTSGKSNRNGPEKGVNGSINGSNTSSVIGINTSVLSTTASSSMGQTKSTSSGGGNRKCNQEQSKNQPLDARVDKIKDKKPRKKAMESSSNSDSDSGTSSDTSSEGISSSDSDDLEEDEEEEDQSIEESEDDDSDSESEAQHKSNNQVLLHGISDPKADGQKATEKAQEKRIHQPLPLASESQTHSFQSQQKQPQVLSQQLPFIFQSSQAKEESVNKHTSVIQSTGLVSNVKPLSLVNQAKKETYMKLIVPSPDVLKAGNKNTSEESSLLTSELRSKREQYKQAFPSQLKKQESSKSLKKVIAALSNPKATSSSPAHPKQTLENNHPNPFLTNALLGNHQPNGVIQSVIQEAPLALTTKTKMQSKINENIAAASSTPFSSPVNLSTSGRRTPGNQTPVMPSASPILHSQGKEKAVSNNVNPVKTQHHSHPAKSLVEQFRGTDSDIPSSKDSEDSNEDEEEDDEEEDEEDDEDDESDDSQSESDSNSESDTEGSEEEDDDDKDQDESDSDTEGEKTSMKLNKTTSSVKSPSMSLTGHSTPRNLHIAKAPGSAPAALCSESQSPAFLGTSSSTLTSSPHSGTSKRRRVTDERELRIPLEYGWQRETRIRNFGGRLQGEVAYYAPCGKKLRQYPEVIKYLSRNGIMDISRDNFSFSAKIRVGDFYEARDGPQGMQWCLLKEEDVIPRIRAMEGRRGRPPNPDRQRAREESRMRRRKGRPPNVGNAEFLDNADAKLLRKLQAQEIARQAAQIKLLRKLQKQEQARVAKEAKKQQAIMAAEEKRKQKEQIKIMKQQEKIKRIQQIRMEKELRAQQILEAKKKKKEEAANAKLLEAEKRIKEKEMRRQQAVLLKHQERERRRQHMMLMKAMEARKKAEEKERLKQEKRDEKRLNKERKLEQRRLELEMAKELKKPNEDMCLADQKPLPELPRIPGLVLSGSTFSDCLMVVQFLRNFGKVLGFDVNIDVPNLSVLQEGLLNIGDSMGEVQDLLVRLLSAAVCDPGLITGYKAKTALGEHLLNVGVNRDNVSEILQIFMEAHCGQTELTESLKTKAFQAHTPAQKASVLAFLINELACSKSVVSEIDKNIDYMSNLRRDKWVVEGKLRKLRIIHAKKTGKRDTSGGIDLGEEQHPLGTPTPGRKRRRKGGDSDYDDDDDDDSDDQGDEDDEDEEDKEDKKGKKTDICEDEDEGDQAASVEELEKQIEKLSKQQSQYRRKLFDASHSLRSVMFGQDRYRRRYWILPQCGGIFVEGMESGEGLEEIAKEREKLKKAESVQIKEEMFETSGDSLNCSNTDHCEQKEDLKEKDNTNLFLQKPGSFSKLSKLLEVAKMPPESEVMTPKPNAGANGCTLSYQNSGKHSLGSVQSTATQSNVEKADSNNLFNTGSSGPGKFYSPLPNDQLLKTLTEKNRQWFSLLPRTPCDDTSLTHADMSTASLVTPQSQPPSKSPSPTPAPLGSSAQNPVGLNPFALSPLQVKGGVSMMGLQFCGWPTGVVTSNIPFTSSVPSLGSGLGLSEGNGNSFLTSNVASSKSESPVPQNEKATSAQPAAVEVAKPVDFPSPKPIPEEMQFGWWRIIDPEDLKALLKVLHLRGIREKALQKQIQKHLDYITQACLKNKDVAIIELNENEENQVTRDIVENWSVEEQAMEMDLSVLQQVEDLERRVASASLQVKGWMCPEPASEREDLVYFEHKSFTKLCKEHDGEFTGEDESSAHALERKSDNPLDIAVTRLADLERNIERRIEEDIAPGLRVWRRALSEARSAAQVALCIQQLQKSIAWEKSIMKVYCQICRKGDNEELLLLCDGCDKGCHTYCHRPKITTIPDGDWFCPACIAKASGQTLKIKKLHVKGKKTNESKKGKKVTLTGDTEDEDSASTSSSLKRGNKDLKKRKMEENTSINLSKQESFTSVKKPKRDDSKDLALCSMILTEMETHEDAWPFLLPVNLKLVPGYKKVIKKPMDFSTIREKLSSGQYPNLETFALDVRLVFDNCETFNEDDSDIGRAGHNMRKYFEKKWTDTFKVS
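AlphaScreen displacement of biotin-H3(5-23)K14Ac peptide (50 nM final) from BAZ2B (50 nM final) in PBS pH 7.4, 0.01% Tween-20; complex preformed 30 min RT, then compounds (top 110 uM) 30 min RT, beads 20 min dark.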
Tb PGK inh – inhibitors of T. brucei phosphoglycerate kinase | AID 602233 | 0.043% of 380,000 active | Potency, µM (titrated, usually from 57.5 µM), for the others: at the highest dose activity change, negative = inhibition, hits mostly inhibitors | PGK/GAPDH coupled, Kinase-Glo luminescence, 60 min; also: potency is read from the fitted curve at half-maximal effect; % is scaled to controls: 0 for no effect and ±100 for the full control effect; nearly all actives have a fitted effect of over 60% in size
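Recombinant glycosomal PGK reaction used 1,3-bisphosphoglycerate generated in-well by GAPDH (100nM final) in 100mM TEA pH 7.6, 5mM MgCl2, 0.01% Tween-20. After 60 minutes at room temperature, ATP was read by Kinase-Glo Plus luminescence end-point.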
Pin1 inh – blocks the human prolyl isomerase Pin1. Q13526. Pin1 FP peptide displacement, HiFluor488, 10 min. Potency, µM (top dose mostly 115 µM), for the others: at the top dose activity, negative = inhibition, most hits filed as inhibitors. 0.009% of 390,000 active; active = well fitted inhibition curve with a large enough effect in the polarisation, with a control signal flat, not every such curve was filed as active; inconclusive = small, poorly fitted or top-dose-only effect, or effect the other way, or a change in a side signal; inactive = no such curve, though single readings can be large or run the other way; the % refers to the polarisation; also: potency is read from the fitted curve at half-maximal effect; % is scaled to controls: 0 for no effect and ±100 for the full control effect
POLH inh – DNA polymerase eta (human) inhibition | Q9Y253 | recombinant Pol eta, fluorescent DNA replication assay | Potency, µM (titrated, usually from 114 µM), for the others: at the highest dose activity change, negative = inhibition, most hits filed as inhibitors | 1.2% of 390,000 active | AID 588591; also: potency is read from the fitted curve at half-maximal effect; % is scaled to controls: 0 for no effect and ±100 for the full control effect
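Pol eta (10 nM) was preincubated with compounds for 15 min at room temperature, after which fluorescent replication substrate (50 nM final) was added to start the reaction. Fluorescence was read kinetically at 0 and 10 min.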
HP1b chromo inh – HP1-beta chromodomain-methylated histone interaction inhibition; AlphaScreen HP1-beta / biotin-H3K9me3 peptide binding; Potency, µM (series often up to 114 µM), inactives show at the highest dose activity change, negative = inhibition, usual class: inhibitors; 0.56% of 390,000 active; AID 540317; also: potency is read from the fitted curve at half-maximal effect; nearly all actives have a fitted effect of over 70% in size; inactives centre near 23
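Compound inhibition of the preformed complex between 50 nM HP1-beta and 50 nM biotinylated H3K9me3 peptide was read by AlphaScreen. Buffer was PBS pH 7.4 with 0.01% Tween-20. Incubations ran 30 min at room temperature, with 10 ug/mL donor/acceptor beads.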
G9a block – inhibitors of human histone lysine methyltransferase G9a. 8.8% of 350,000 active. Q96KQ7. Potency, µM (titrated, usually from 102 µM), without a hit: top-dose activity, negative = inhibition, usual class: inhibitors. AID 504332. G9a H3K9 monomethylation, AlphaScreen, 2 h; also: potency is read from the fitted curve at half-maximal effect; % is scaled to controls: 0 for no effect and ±100 for the full control effect; nearly all actives have a fitted effect of over 75% in size
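Enzyme 20 nM + cpd, 15 min RT; add b-H3K9 pep 500 nM / SAM 20 uM; 2 h RT; anti-H3K9me1 Ab 0.5 ug/mL + SA donor / anti-rabbit acceptor beads 20 ug/mL each, 10 min; AlphaScreen read.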
PI4K2A block – inhibitors of human PI4K2A. Q9BTU6. purified PI4K2A, ADP-Glo luminescence, 1 h; hits give low values. activity change, negative = inhibition, % at 76.9 µM. 0.13% of 420,000 active; in the data active = activity change below about -50%; inconclusive = mostly about -30% to -49%;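 also: -100% = wells without enzyme as full effect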
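PI4K2A activity was measured by ADP-Glo luminescence: enzyme (4 ug/mL stock) and phosphatidylinositol (1.2 mM stock) in Tris pH 7.5/MgCl2/EGTA/Triton X-100 buffer were reacted with ATP (300 microM stock) for one hour at ambient temperature.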
An asterisk follows results filed as active; i = inactive; ? = inconclusive; / = no result given; & = joins results of further samples; [ ] = dose if it differs, or a comment. Unless noted, calls follow the shape of the dose curve; as a rule, active = well fitted curve in the direction sought with a large enough effect; inconclusive = small, poorly fitted or top-dose-only effect, or another doubt; inactive = no such curve, though single readings can be large; an effect the other way counts as inactive or inconclusive.

SMILES	JMJD2A Tudor	GLS inh	BAZ2B inh	Tb PGK inh	Pin1 inh	POLH inh	HP1b chromo inh	G9a block	PI4K2A block
O=C(c1cn(-c2ccccc2)nc1-c1cccs1)N1CCN(c2ccccc2)CC1	?	0%	-27%	-7%	1%	-1%	-4%	?	0
CC(NC(=O)C(=O)Nc1nccs1)c1ccccc1 (centres undefined)	-22%	-4%	?	0%	1%	-12%	31%	50µM*	0
CCC(C(=O)NC1CCCC1)N(C(=O)Cn1nnc(-c2ccc(C)o2)n1)c1ccccc1OC (centres undefined)	-16%	6%	-19%	2%	-8%	-4%	5%	-8%	0
CCCCNC(=S)N/N=C/c1ccc(C)s1	-3%	12%	-12%	13%	0%	-14%	12%	-6%	5
Cc1c(OC(C)C(=O)NCC(O)c2ccccc2)ccc2c3c(c(=O)oc12)CCC3 (centres undefined)	-15%	2%	-7%	0%	-1%	-11%	41%	/	-1
O=C1c2ccccc2C(=O)N1OCCCN1C(=O)c2ccccc2S1(=O)=O	-2%	1%	/	-9%	-2%	-6%	43%[activator]	/	0
CCC(Oc1ccc(F)cc1)C(=O)N1CCCCCCC1 (centres undefined)	-5%	-1%	-4%	11%	?	-4%	33%	24%	-2
Cc1ccc(S(=O)(=O)N(CC(O)CN2CCCCC2)c2ccccc2)cc1 (centres undefined)	-14%	3%	6%	i	3%	-13%	45%[activator]	-17%	-4
COc1ccccc1N1CCN(C(=O)CCCCn2c(=O)[nH]c3ccsc3c2=O)CC1	-20%	9%	3%	-8%	-4%	4%	9%	?	2
O=C(CN(C(=O)c1csnn1)c1ccc(F)cc1)NCCc1ccccc1	7%	0%	-15%	-5%	0%	-22%	44%[activator]	-7%	-1
Cn1c(=O)n(CC(=O)NCC2CCCO2)c(=O)c2c3c(sc21)CCCC3 (centres undefined)	8%	4%	-11%	-9%	6%	-8%	71%[activator]	32%	-5
COCCCN1C(=O)C(=O)/C(=C(/O)c2ccc(S(=O)(=O)N3CCCCC3)cc2)C1c1ccc(F)cc1 (centres undefined)	-30%	24%	?	8%	-5%	-1%	3%	6%[0.0925 µM]	0
CCCCCC(=O)N1C[C@H](O)[C@@H](n2cc(COC(=O)c3ccccc3)nn2)C[C@@H]1c1ccc(Cl)cc1	/	-2%	/	i	/	-9%	/	/	-1
CCC(=O)Nc1ccc(N2CCC(C)CC2)cc1	-16%	50%[activator]	-7%	i	1%	-5%	25%	8.9µM*	2
CC1(c2nnc(-c3ccc(F)cc3)o2)CC(c2cccnc2)=NO1 (centres undefined)	-10%	5%	/	-11%	-10%	-11%	25%	/	-4
O=C(c1cc2nc(-c3ccco3)cc(C(F)(F)F)n2n1)N1CCN(c2ccccc2)CC1	-27%	-4%	?	-1%	-1%	-10%	11%	45µM*	0
O=C(NC(=S)Nc1cc(Cl)ccc1N1CCOCC1)c1ccccc1[N+](=O)[O-]	?	27%	?	1%	-5%	-7%	2%	/	-2
Cc1ccc(S(=O)(=O)c2nc(S(C)(=O)=O)sc2N2CCCCCC2)cc1	?	-10%	-34%	-1%	-11%	0%	36%	/	5
COc1ccccc1NC(=O)c1ccc(NC(=O)C2CC2C)cc1 (centres undefined)	5%	9%	/	4%	6%	-14%	21%	/	1
CC(NC(=O)NCCCn1ccnc1)(C(F)(F)F)C(F)(F)F	-8%	5%	-9%	-14%	-8%	1%	27%	-13%[59 µM]	-3
O=C(N/N=C\c1ccc(-c2ccc([N+](=O)[O-])cc2)o1)C1COc2ccccc2O1 (centres undefined)	-4%	-1%	-30%	-6%	?	?	14%	-17%[59 µM]	0
COc1ccc(N(CC(=O)NCc2ccco2)S(=O)(=O)c2c(C)nn(C)c2C)cc1	-20%	-3%	3%	-3%	-5%	4%	17%	?	-6
CCC1(C)Cc2ccccc2-c2nc(-c3ccccc3)oc(=O)c21 (centres undefined)	40%[activator]	1%	13%	-9%	0%	-20%	90%[activator]	66%[activator]	-5
COc1cccc(-n2c(COc3ccc(C)cc3)nnc2SCC(N)=O)c1	-15%	9%	?	-4%	3%	3%	10%	?	-3
Cn1cccc1C(C(=O)NC1CCCCC1)N(C(=O)Cc1cccs1)c1ccc2c(c1)OCO2 (centres undefined)	5%	6%	20%	-4%	-6%	-7%	21%	27%	-2
CC(C)c1cc(CNC(=O)CC2C(=O)NCCN2CC2CCCCC2)on1 (centres undefined)	-15%	0%	-2%	-1%	-7%	-25%	40%[activator]	50µM*	4
Cc1c(C)c(C)c(S(=O)(=O)N2CCNCC2)c(C)c1C	-5%[11.4 µM]	-2%	7%	-8%	-5%	-17%	38%	-37%	-21
Cn1cnnc1SCC(=O)Nc1ccccc1Sc1ccccc1	-7%	8%	7%	3%	0%	-4%	21%	7%	-3
O=C(COc1cc(F)ccc1[N+](=O)[O-])Nc1cccc(Br)c1	-15%	-14%	1%	-4%	-1%	3%	1%	15%[59 µM]	-3
CC(=O)c1ccc(OCc2ccc(C(=O)c3ccccc3)cc2)cc1	43%[activator]	-8%	0%	2%	-1%	-23%	68%[activator]	41%[59 µM]	4
CCOC(=O)C1=C(CC)Nc2ccccc2N=C1NC(=O)c1oc2ccccc2c1C	-12%	-2%	-13%	11%	23%	-13%	32%	-2%	-5
COc1ccc(NC(=O)Cn2nnc(C(=O)NCCc3ccc(OC)c(OC)c3)c2N)cc1	-6%	-5%	1%	i	-8%	-8%	45%[activator]	0%[59 µM]	1
COCCCNC(=O)C1CCN(c2nn3cc(-c4ccc(F)cc4)nc3s2)CC1	12%	-1%	6%	0%	3%	-13%	42%[activator]	-5%[59 µM]	-5
CC(C)(C)OC(=O)NCCCC[C@H](NC(=O)c1[nH]cnc1C(=O)N[C@@H](Cc1ccccc1)C(=O)OCc1ccccc1)C(=O)OC(C)(C)C	?	-7%	/	-9%	0%	?	25%	/	1
CCCC(=O)Nc1c(-c2ccccc2)c(=O)c(C)nn1-c1ccc(C)cc1	-13%	-2%	-10%	i	-4%	0%	31%	23%[12.7 µM]	1
C/C(=N\NC(=O)c1cccc([N+](=O)[O-])c1)c1cccnc1	-7%	12%	3%	/	0%	-4%	44%[activator]	1%	0
COc1cccc(/C=N\NC(C)=O)c1OC/C=C/c1ccccc1	0%	-1%	-5%	-4%	-4%	-4%	43%[activator]	/	3
CC1(C)CC2(CCO1)CNC(=O)O2 (centres undefined)	-9%	-4%	-2%	-4%	-11%	-18%	8%	7%	1
CC1CCN(S(=O)(=O)c2cccc(-c3cn4cc(Cl)ccc4n3)c2)CC1	2%	-12%	0%	-9%	18%	?	23%	-5%[59 µM]	3
COc1ccc(NC(=O)C2=C(C)Nc3nc(SCc4ccccc4)nn3C2c2cc(OC)ccc2OC)cc1 (centres undefined)	-5%	-5%	-11%	9%	7%	-19%	20%	-3%[59 µM]	-3
O=C(Nc1nnc(S(=O)(=O)N2CCCc3ccccc32)s1)c1cccc(Cl)c1	-21%	8%	-25%	-2%	5%	?	6%	-10%[59 µM]	3
CN(Cc1ccccc1)C(=O)c1ncn2c1C(=O)N(C)CC2	/	2%	/	-1%	/	2%	/	/	-7
CCCCc1c(O)nc(SCC(=O)NCCc2ccc(OC)c(OC)c2)[nH]c1=O	-4%	16%	-32%	-4%	0%	12%	22%	?	6
Cc1cc(=O)n2nc(N3CCC(C(=O)NCc4ccccc4Cl)CC3)sc2n1	-9%&-2%	12%&0%	-14%&3%	3%&-2%	?	4%&-18%	34%&39%	59%&23%[activator][59 µM]	-4&-8
CC(CN1CCOCC1)OC(=O)COc1ccc(F)cc1 (centres undefined)	-4%	0%	-7%	-1%	3%	4%	16%	?	2
Cc1cccc(CCNC(=O)Cc2ccc(NC3=NC4CS(=O)(=O)CC4S3)cc2)c1 (centres undefined)	-13%	-1%	-12%	-8%	3%	-17%	27%	/	-1
CCc1ccc(NC(=O)CNS(=O)(=O)c2c(C)noc2C)cc1	-11%	2%	-32%	-10%	-2%	-14%	52%	-30%	-15
COc1ccc(C(=O)N(C)CCCC2CCCC2)cc1OC1CCN(C(C)C)CC1	-4%	-4%	2%	-5%	-9%	-10%	29%	86%[activator]	5
Cc1cnc2c(c1SCC(=O)Nc1ccc(F)cc1F)c(=O)n(C)c(=O)n2C	2%	1%	-34%	-4%	4%	-16%	50%[activator]	2%[59 µM]	2
O=C(Nc1cccc(S(=O)(=O)N2CCCCC2)c1)c1ccc2c(c1)OCO2	-23%	1%	-2%	-5%	13%	-5%	3%	1µM*	1
CSc1cccc(NC(=O)Cn2ncn3c(cc4ccccc43)c2=O)c1	-24%	-11%	-9%	-5%	44%[activator]	-13%	12%	12%[59 µM]	0
O=C(Nc1ncn[nH]1)c1ccc(Cl)c(S(=O)(=O)N2CCCCCC2)c1	1%	2%	?	-5%	-8%	3%	28%	12%[59 µM]	6
COc1cccc(-c2ccc3c(N)c(C(=O)Nc4ccc(Cl)cc4F)sc3n2)c1	-2%	6%	3%	-5%	7%	-1%	18%	2%[59 µM]	2

Three of these compounds in another layout:
Fields – JMJD2A Tudor | GLS inh | BAZ2B inh | Tb PGK inh | Pin1 inh | POLH inh | HP1b chromo inh | G9a block | PI4K2A block
- Cn1c(=O)n(CC(=O)NCC2CCCO2)c(=O)c2c3c(sc21)CCCC3 (centres undefined)
    8% | 4% | -11% | -9% | 6% | -8% | 71%[activator] | 32% | -5
- COCCCN1C(=O)C(=O)/C(=C(/O)c2ccc(S(=O)(=O)N3CCCCC3)cc2)C1c1ccc(F)cc1 (centres undefined)
    -30% | 24% | ? | 8% | -5% | -1% | 3% | 6%[0.0925 µM] | 0
- CCCCCC(=O)N1C[C@H](O)[C@@H](n2cc(COC(=O)c3ccccc3)nn2)C[C@@H]1c1ccc(Cl)cc1
    / | -2% | / | i | / | -9% | / | / | -1

An excerpt; the hit share may differ from the screen's.
